# High-throughput results deposited in PubChem by The Scripps Research Institute Molecular Screening Center.
# CHO-K1 Ca ag – counter-screen for M1 agonists: effect in parental CHO-K1 cells; 360,000 tested, 0.48% active; activation, % at 3 µM; Fluo-8 calcium fluorescence; scaled to maximal ATP response, vehicle zero; in the data active = activation above about 15%;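 note: untransfected CHO-K1 host cells lacking M1 receptor as counterscreen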
# CHO-K1 Ca PAM – M1 PAM counterscreen hit in parental CHO-K1 cells; AID 602247; ATP EC20, Fluo-8 calcium fluorescence; 0% at ATP EC20, 100% at ATP max; 360,000 tested, 0.02% active; activation, % at 3 µM;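 active = activation above the run cutoff, the mean activation of all test compounds plus 3 SD, cut at about 40% in these data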;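 note: peak over basal fluorescence ratio in a 140 s read after ATP addition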
# TAAR1 antagonist – human TAAR1 antagonism; 360,000 tested, 1.5% active; CHO RD-HGA16 TAAR1, Fluo-8 calcium fluorescence, antagonist; Q96RJ0; inhibition, % at 3 µM; AID 624466;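 active = inhibition above a per-plate cutoff, the mean inhibition of test compounds on that plate plus 3 SD, cut at about 49% in these data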;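 note: 0% = DMSO plus EC80 beta-PEA response and 100% = DMSO alone without agonist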
# Target sequence (Q96RJ0 whole entry, looked up): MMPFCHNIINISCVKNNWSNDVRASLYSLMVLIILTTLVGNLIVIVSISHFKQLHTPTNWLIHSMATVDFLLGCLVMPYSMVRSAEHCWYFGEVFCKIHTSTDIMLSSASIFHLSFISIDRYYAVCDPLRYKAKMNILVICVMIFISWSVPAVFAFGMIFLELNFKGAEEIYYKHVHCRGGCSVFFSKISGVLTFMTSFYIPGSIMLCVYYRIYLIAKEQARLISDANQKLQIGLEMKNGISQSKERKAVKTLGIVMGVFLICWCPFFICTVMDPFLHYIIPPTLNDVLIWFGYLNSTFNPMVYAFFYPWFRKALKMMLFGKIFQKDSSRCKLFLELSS
#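 Test system: RD-HGA16 CHO cells with stable hTAAR1 and Gα16 / Probe or stimulus: EC80 β-phenethylamine stimulus / Times: seeding 17-24 h prior, 75-min 37 °C, 30-min RT dye loading / Detection: Fluo-8 calcium-sensitive fluorescence / Read-out basis: % inhibition scaled between DMSO and EC80 PEA controls / Repeats: singlicate, one well per test compound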
# M1 antag – antagonists of human M1 muscarinic receptor; P11229; CHO-K1 hM1, Fluo-8 calcium fluorescence, ACh EC80 antagonist; inhibition, % at 3 µM; 360,000 tested, 1.3% active; AID 588852;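 active = percent inhibition above its own plate's cutoff, namely the mean of that plate's compound wells plus 3 SD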;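 note: peak over basal fluorescence ratio during 140 s after agonist addition; 0% = ACh EC80 plus DMSO and 100% = DMSO alone without agonist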
# TAAR1 ag – human TAAR1 agonism. activation, % at 3 µM. 360,000 tested, 0.99% active. CHO RD-HGA16 TAAR1, Fluo-8 calcium fluorescence; vehicle wells 0%, saturating PEA agonist 100%. AID 624467. Q96RJ0;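 active = activation above the mean activation of all test compounds in the run plus 3 SD, cut at about 38% in these data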
#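 System: CHO-derived RD-HGA16 cells with stable Gα16 and human TAAR1. Times: 17-24 h plating, Fluo-8 75 min 37 °C, 30 min RT. Measured by: calcium-sensitive Fluo-8 signal, excitation 470-495, emission 515-575 nm. Read-out basis: % activation relative to PEA EC100 response. Control set: DMSO and PEA EC100. Repeats: no replicates (n 1).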
# OXTR potentiator – potentiates the human oxytocin receptor response. activation, % at 3 µM. CHO-OTR cells, Fluo-8 calcium fluorescence, potentiator mode; 0% = oxytocin EC15, 100% = EC100. P30559. 320,000 tested, 0.061% active;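 active = activation above that plate's cutoff, the mean activation of tested compounds plus 3 SD, cut at about 6.6% in these data, passing the limit was not always enough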;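 note: 100% uses oxytocin at 75 nM as the full agonist control; some results filed as inactive read as strong as hits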
# Target sequence (P30559 whole entry, looked up): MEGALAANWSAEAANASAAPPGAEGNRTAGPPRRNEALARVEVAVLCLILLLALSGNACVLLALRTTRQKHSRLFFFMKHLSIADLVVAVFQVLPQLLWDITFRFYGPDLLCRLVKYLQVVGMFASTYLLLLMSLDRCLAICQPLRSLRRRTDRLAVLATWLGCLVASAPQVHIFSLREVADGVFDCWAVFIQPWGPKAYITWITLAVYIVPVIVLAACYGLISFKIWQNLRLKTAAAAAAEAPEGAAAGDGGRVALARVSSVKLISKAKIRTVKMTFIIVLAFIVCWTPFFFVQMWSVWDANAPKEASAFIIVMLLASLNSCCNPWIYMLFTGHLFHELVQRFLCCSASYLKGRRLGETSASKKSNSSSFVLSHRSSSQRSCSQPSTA
#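 Material: human OTR in CHO cells. Compound: 3.0 µM, one dose. Timing: compound 6 min at room temperature before oxytocin, 100 s read. Evaluation: % activation of max/min ratio relative to oxytocin controls. Replication: single well per compound, singlicate. Signal: Fluo-8 calcium dye fluorescence.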
# CHRM1 agonist – activates human CHRM1 receptor; P11229; CHO-K1 hM1, Fluo-8 calcium fluorescence, agonist mode; 0% DMSO, 100% acetylcholine EC100; activation, % at 3 µM; 360,000 tested, 0.33% active;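 active = activation above the run's mean compound activation plus 3 SD, cut at about 16% in these data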;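 note: peak over basal fluorescence ratio within a 140 s kinetic read after compound addition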
# CHO parental Ca – signal in parental CHO cells, OX1R antagonist counter-screen. parental CHO-K1, ATP-induced calcium, Fluo-8 fluorescence. inhibition, % at 5.6 µM. 330,000 tested, 0.63% active. AID 463079;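 active = inhibition above that plate's mean sample inhibition plus 3 SD, cut at about 26% in these data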;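 note: 0% = ATP-challenged DMSO wells and 100% = DMSO wells without ATP; some compounds past the cut are filed as inactive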
#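 Assay system: untransfected parental CHO cell line. Also added: ATP agonist challenge. Dosing: one dose, 5.6 µM nominal. Measured by: Fluo-8 fluorescence. Read-out: % inhibition. Benchmarks: ATP wells versus no-ATP DMSO wells. Repeats: no replicates.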
# CHO-K1 Ca antag – nonselective inhibitor or artifact in parental CHO-K1 cells; AID 602250; 360,000 tested, 0.6% active; ATP-induced calcium, Fluo-8 fluorescence; inhibition, % at 3 µM;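 active = inhibition above a per-plate cutoff, the plate's mean sample inhibition plus 3 SD, cut at about 24% in these data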;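 note: 0% = DMSO plus EC80 ATP and 100% = DMSO alone without ATP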
# * marks the source's active call; other numbers are inactive results; / = no result given.
# Order of results – CHO-K1 Ca ag	CHO-K1 Ca PAM	TAAR1 antagonist	M1 antag	TAAR1 ag	OXTR potentiator	CHRM1 agonist	CHO parental Ca	CHO-K1 Ca antag
- O=C(CCn1cncn1)N1CCCC(N2CCN(c3ccc(F)cc3)CC2)C1 (stereo not drawn)
→ 9.2	7	-12	-9	0	-3	-4	2	9
- Cc1nc(SCc2ccc(C(=O)O)cc2)nc2c1CCCC2
→ -0.4	12	-1	7	0	-2	-6	-10	0
- COc1ccc(NC(=O)NCc2ccco2)cc1OC
→ -0.2	-12	-8	2	-1	-9	-6	-3	6
- COc1cc(NC(=O)C2CC(c3ccccc3O)=NO2)cc(OC)c1OC (stereo not drawn)
→ 2.1	-5	8	0	3	/	0	/	6
- Cc1cc(=O)[nH]c(-n2nc(C)cc2C)n1
→ -0.1	6	-8	-7	0	-3	-3	0	-5
- CCOC(=O)C1=C(C)NC(=S)NC1c1ccsc1 (stereo not drawn)
→ 0.2	-1	10	-5	2	-3	-4	-3	-1
- COC(=O)c1ccc(CO/N=C/c2ccc(OC)cc2OC)cc1
→ 5.3	0	12	-2	-1	-15	-6	-15	12
- Cc1c(CCC(=O)N[C@@H](CC(C)C)C(=O)O)c(=O)oc2c(C)c3oc4c(c3cc12)CCCC4
→ 1.6	7	8	-10	-1	-2	-4	6	-19
- COc1cccc(CNc2nc3nc4c(c(=O)n3[nH]2)CCC4)c1
→ -0.2	-4	-5	-5	1	-4	-2	-3	17
- COC(=O)c1ccc(Cl)cc1N(Cc1c(F)cccc1Cl)S(C)(=O)=O
→ 0.5	9	15	-3	0	-3	-6	-15	-6
- OCCC1CN(Cc2cccn2-c2cccnc2)CCN1CCc1ccccc1 (stereo not drawn)
→ 3.6	4	-30	3	7	-26	-6	-22	-10
- CC(=O)N/N=c1\sc2ccccc2n1C
→ -0.1	-4	-1	5	7	0	-5	-4	-13
- Cn1c(SCC(=O)Nc2ccc3c(c2)OCCO3)nnc1-c1ccco1
→ -0.2	-8	-15	2	16	2	-5	-3	0
- CC(C)c1ccc(OCC(=O)N2CCCCCC2)c(Br)c1
→ -0.1	-6	-1	-3	5	-11	-8	-4	-1
- Cn1c(=O)n(CC(N)=O)c(=O)c2c1nc(Br)n2Cc1ccccc1
→ 1.1	12	-17	-9	3	-7	-1	1	-13
- COc1ccc(C(=O)C(=NNc2ccccc2)c2ccc(OC)cc2)cc1
→ -0.1	-3	-7	-8	4	/	-3	/	-7
- CCOC(=O)C1CCN(C(=O)COc2ccc(C(=O)c3ccccc3)cc2)CC1
→ 4.8	21	-4	-14	3	-7	0	-18	-19
- C=CCn1c(O)c(N=NC(=S)Nc2cccc(C)c2)c2ccccc21
→ 0.2	-1	32	4	-2	-12	-10	-14	4
- Cc1ccc(S(=O)(=O)N2CCCCC2)cc1C(=O)NCc1ccc(S(N)(=O)=O)cc1
→ 0.4	-2	0	-5	3	-2	-2	-2	4
- C/C(=N\NC(=O)C(O)c1ccccc1)c1ccc(C)s1 (stereo not drawn)
→ 0.2	-14	-43	4	11	0	0	-6	11
- O=C(O)CCSc1nnc(-c2ccccc2)n1-c1ccccc1
→ 0.8	11	5	-7	4	-2	-6	-1	-1
- OCCC1CN(Cc2ccc3nonc3c2)CCN1Cc1ccsc1 (stereo not drawn)
→ 1.6	5	-35	-4	1	-9	-5	-13	-5
- COc1cccc(C(=O)Nc2cc3c4c(c2)CC(=O)N4CCC3)c1
→ 0.9	19	1	-8	1	-5	-2	-28	-5
- CCN(CC)C(=O)[C@H]1C[C@H](CC(=O)NCc2ccco2)C(=O)N2CCc3c([nH]c4ccc(Cl)cc34)[C@]12C
→ 0.6	21	-13	-19	6	/	-9	-32	-11
- Cc1cc2oc(=O)cc(CN3CCCCC3C)c2cc1Cl (stereo not drawn)
→ 2.7	1	-4	14	-2	-8	-7	-11	-1
- O=C(COC(=O)c1cccc(OC(F)F)c1)Nc1cccc(S(=O)(=O)N2CCCC2)c1
→ 6.5	5	9	11	6	-9	-4	4	-14
- O=C(/C=C/c1ccccc1)NCCS(=O)(=O)N1CCN(c2ccccc2F)CC1
→ -0.4	-37	-11	20	2	2	9	-23	15
- O=C(NS(=O)(=O)N1CCCC1)C1=C(N2CCCC2)COC1=O
→ -0.3	-19	-5	13	6	4	-7	-3	8
- CCCCCC(=O)NC(=S)Nc1cccc(-c2nc3ncccc3o2)c1
→ 0.6	4	-16	-21	2	0	0	-10	-5
- Cc1cc(NC(=O)CCC(=O)N(CC(=O)NC2CCCC2)Cc2cccs2)no1
→ -0.7	21	-5	-4	4	-14	-7	-14	-3
- COc1ccc(N=Cc2nc(-c3ccccc3)oc2OC(C)=O)cc1
→ 0.7	4	-32	-17	2	-1	-4	-9	-8
- CCCn1c(SCC(=O)N(C2CCCCC2)C2CCS(=O)(=O)C2)n[nH]c1=O (stereo not drawn)
→ -0.3	-18	-7	8	1	-3	-4	-1	-1
- COc1ccc(N2CCN(CCCNC(=O)CN3C(=O)COc4ccccc43)CC2)cc1
→ 1.1	-3	-29	-2	0	-4	-6	-9	-13
- COC(=O)c1cccc(NC(=O)Cc2ccccc2[N+](=O)[O-])c1C
→ 0.7	16	-10	-10	2	-6	-7	-6	-7
- CC(=O)NNC(=O)N1Cc2ccccc2Oc2ccc(Cl)cc21
→ 0.2	14	-1	-22	1	2	-2	0	-6
- CSCCC(NS(=O)(=O)c1cc(C(=O)O)ccc1Cl)C(=O)O (stereo not drawn)
→ 0.4	5	12	-2	3	-12	0	3	-5
- CCOc1ccccc1NC(=O)c1cc(-c2ccncc2)nc2c(Cl)cccc12
→ 1.0	-6	71*	1	3	/	-4	/	-5
- CN(C)CCNC(=O)c1ccc(Cl)s1
→ 0.3	17	-3	-2	6	-8	-7	-3	-4
- Cc1ccc2sc(N(CCCN(C)C)C(=O)CN3C(=O)c4ccccc4C3=O)nc2c1C
→ 2.1	-17	16	4	27	-7	7	1	20
- CS(=O)(=O)CC(=O)Nc1ccc2nc3n(c(=O)c2c1)CCCCC3
→ 0.0	0	-20	-18	4	1	-4	4	-9
- CC(=O)c1ccc(OCCOc2ccc([N+](=O)[O-])cc2)cc1
→ 2.8	-3	22	-2	5	-10	-6	0	-4
- COC(=O)c1ccc(COC(=O)c2cccnc2Cl)cc1
→ 7.8	3	7	-2	1	-6	0	-13	-8
- CC(=O)NC(Cc1cccc(F)c1)C(=O)NC1CCN(c2nnnn2-c2ccccc2)CC1 (stereo not drawn)
→ -0.2	-8	18	-2	-1	4	-4	-12	9
- Cc1ccc(CN2[C@@H](Cc3ccccc3)C(=O)CS2(=O)=O)cc1
→ 1.4	23	3	-5	2	-6	-6	-12	-11
- CCCCc1nnc(NC(=O)CC(=O)Nc2ccccc2C(=O)O)s1
→ -0.1	18	5	-6	14	3	0	0	-8
- CCOC(=O)C(=CN(CCc1ccccc1)CC(=O)OC)C(=O)OCC
→ 0.3	17	2	1	3	-3	-5	-5	-12
- CCCS(=O)(=O)c1c(S(=O)(=O)CCC)c2c(N)cccn2c1C(=O)c1ccc(OC)cc1
→ 1.0	-5	21	-7	6	-5	-1	-21	5
- CCc1ccc(C2CC(c3ccc(C)cc3)n3nc(N)nc3N2)cc1 (stereo not drawn)
→ 0.4	11	-5	-11	2	/	-3	/	4
- COc1ccc(C2=NN(C(=O)c3ccccc3)C(c3ccc(OC)c(OC)c3)C2)c(O)c1 (stereo not drawn)
→ 1.7	-8	-12	-9	1	/	-1	/	-4
- CN(C)c1ccc(C2OC(=O)C(C)(C)C(=O)C2(C)C)cc1 (stereo not drawn)
→ 0.1	15	13	-27	1	-2	-2	8	-8

# Going on with the list.
# Order of results – CHO-K1 Ca ag	CHO-K1 Ca PAM	TAAR1 antagonist	M1 antag	TAAR1 ag	OXTR potentiator	CHRM1 agonist	CHO parental Ca	CHO-K1 Ca antag
- CCOC(=O)Cc1csc(SCC(=O)N2CCN(c3ccc(OC)cc3)CC2)n1
→ 1.0	21	3	0	2	-1	-2	-14	-6
- Cc1ccccc1OCC(=O)Nc1ccc(S(=O)(=O)N2CCOCC2)cc1
→ 3.6	13	-13	-6	2	/	-4	/	-10
- O=C(CP(=O)(CO)CO)c1ccc(Cl)cc1
→ 0.1	17	-5	1	2	7	-4	-13	-9
- COc1ccccc1NC(=O)CC(=O)c1ccccc1
→ 0.2	-4	-4	-12	-2	-20	-4	-18	-8
- CCOC(=O)C1=C(C)Nc2ncnn2C1/C=C/c1ccccc1 (stereo not drawn)
→ 0.2	11	-1	-12	8	-9	-4	-7	-16
- O=C(CCCNC(=O)c1ccc(Cl)cc1)Nc1ccc(F)c(S(=O)(=O)N2CCOCC2)c1
→ 0.8	23	-10	3	22	-2	-4	-22	-1
- CCCc1cnc(N2CCN(C(=O)c3ccccc3)CC2)nc1
→ 2.7	14	-11	-14	0	-7	3	-1	-17
- CC(Oc1ccc(Cl)cc1)C(=O)Nc1ccccc1N1CCOCC1 (stereo not drawn)
→ -0.6	16	23	3	11	-1	-5	-31	-10
- COc1ccc(C(=O)CCC(=O)Nc2cc(Cl)c(O)c(Cl)c2)cc1
→ 0.6	4	1	-6	-3	-1	-2	-5	-12
- O=C(CCC(=O)N1CCOc2ccccc21)NCc1cccnc1
→ 0.5	12	-14	-13	1	-3	-3	6	-6
- COc1ccccc1CCNC(=O)Cn1ccc2cc(S(=O)(=O)N3CCC(C)CC3)ccc21
→ 2.7	4	9	-6	20	-8	-3	5	-8
- N=C1/C(=C/c2cccn2Cc2ccc(Cl)cc2)C(=O)N=C2SC=CN12
→ 0.0	-9	45	-3	5	-10	-4	-17	7
- CCN(CC)S(=O)(=O)c1ccc(N2CC(C(=O)NCCc3c[nH]c4ccccc34)CC2=O)cc1 (stereo not drawn)
→ 3.9	5	18	3	6	/	-5	/	-6
- CCNC(=O)C1(C)CCN(C(=O)c2ccccc2OC(F)(F)F)C1 (stereo not drawn)
→ 0.6	14	-10	-11	4	/	-4	/	-13
- Nc1cc(=O)[nH]c(SCC(=O)Nc2ccc(S(=O)(=O)N3CCCC3)cc2)n1
→ 1.5	16	-11	-8	3	-2	-6	-3	-11
- Cc1ccc(OCCn2cc(C#N)c3ccccc32)cc1
→ -0.5	-1	32	-10	6	-8	-5	-1	-2
- CN(C)C=Nc1ccc([N+](=O)[O-])c2ccccc12
→ 0.0	2	-18	-5	1	/	-2	/	-3
